HePTP inhibitor: inhibitors of human HePTP phosphatase, primary screen, biochemical, absorbance, leukemia target | Tyrosine-protein phosphatase non-receptor type 7 (Homo sapiens), P35236 | recombinant HePTP phosphatase activity, OD absorbance | inhibition, % at 20 µM | 110,000 tested, 0.64% active | AID 521, 2006; in the data active = inhibition above about 50%;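 note: plate controls were vehicle for no effect and reference inhibitor for full effect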
BAP1 inh: inhibitors of BAP1 deubiquitinase, primary screen, biochemical, Ub-AMC fluorescence, kinetic; Ubiquitin carboxyl-terminal hydrolase BAP1 (Homo sapiens), Q92560; recombinant BAP1, Ub-AMC hydrolysis fluorescence kinetic; active compounds read low; activity remaining (% of control), % at 20 µM; 72,000 tested, 0.48% active; AID 436, 2006;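 active = activity remaining at or below 50% of control, provided the compound also passes the data quality filters; inactive = the rest, including low values that fail the filters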;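 note: 100% = DMSO wells rate and 0% = substrate alone blank rate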
Target sequence (Q92560 whole entry, looked up): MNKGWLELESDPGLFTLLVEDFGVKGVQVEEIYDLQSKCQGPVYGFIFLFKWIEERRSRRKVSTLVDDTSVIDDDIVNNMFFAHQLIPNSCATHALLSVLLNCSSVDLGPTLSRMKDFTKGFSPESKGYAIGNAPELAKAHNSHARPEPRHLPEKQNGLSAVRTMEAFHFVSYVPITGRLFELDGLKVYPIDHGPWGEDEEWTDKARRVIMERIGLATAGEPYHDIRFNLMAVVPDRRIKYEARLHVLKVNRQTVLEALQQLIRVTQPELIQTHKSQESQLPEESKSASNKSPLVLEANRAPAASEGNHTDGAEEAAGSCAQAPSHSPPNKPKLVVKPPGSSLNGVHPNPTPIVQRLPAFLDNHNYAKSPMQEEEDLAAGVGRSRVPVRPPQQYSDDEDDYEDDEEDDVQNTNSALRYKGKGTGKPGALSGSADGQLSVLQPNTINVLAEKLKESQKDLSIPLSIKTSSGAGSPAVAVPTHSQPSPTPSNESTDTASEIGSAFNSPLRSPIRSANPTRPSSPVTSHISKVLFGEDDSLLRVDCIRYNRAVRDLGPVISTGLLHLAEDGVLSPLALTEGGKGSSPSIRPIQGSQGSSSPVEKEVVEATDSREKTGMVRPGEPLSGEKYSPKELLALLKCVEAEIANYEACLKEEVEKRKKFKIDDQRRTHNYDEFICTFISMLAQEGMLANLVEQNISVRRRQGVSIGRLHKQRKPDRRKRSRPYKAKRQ
Active calls of the source: *; x = not tested or not shown; & = joins results of further samples.

Values in the order – HePTP inhibitor	BAP1 inh
Cc1ccc(C(=O)Nc2ccc(I)cc2Cl)cc1[N+](=O)[O-]
  2	x
CCOc1ccc(S(=O)(=O)N(CC(=O)N2CCc3ccccc3C2)c2ccc(C)cc2)cc1
  -1	x
COC(=O)c1ccc(C(=O)OC)c(NS(=O)(=O)c2ccc(NC(C)=O)cc2)c1
  -4&-14	73
CC1=NN(C(=O)c2cccc(Cl)c2)C(O)(c2cccnc2)C1 (stereo not drawn)
  2	x
O=C(NC(=S)Nc1cc(Cl)c(Cl)cc1Cl)c1ccco1
  -6	x
COC(=O)CN1C(=O)/C(=C\c2ccc(Cl)cc2)SC1=S
  -3	x
O=C(c1ccccc1)c1ccccc1C(=O)N1CCCC1
  2	147
COc1cc(NC(=O)c2ccco2)c(OC)cc1NC(=O)Nc1ccc(Cl)cc1
  -4	50
Cc1ccc(C(=O)NCCCC(=O)O)o1
  7	101
Cc1onc(-c2ccccc2Cl)c1C(=O)NCCN1Cc2ccccc2C1=O
  6	97
O=C(/C=C/c1cc2c(cc1Br)OCO2)c1cccs1
  3	x
COc1ccc(N2C(=O)c3ccc(Oc4cccc([N+](=O)[O-])c4)cc3C2=O)cc1
  x	70
O=C(Nc1cccc(F)c1)C1CCN(c2nnnn2-c2ccccc2)CC1
  4	105
CCOC(=O)c1cnn(-c2ccccc2)c1NC(=O)c1ccc([N+](=O)[O-])cc1
  2	x
CCOc1ccc2oc(C)c(C(=O)OC(C)C)c2c1
  -2	x
Cc1oc(-c2cccc(Cl)c2)nc1CN1CCC(C(=O)NCCCN2CCCC2=O)CC1
  4	101
COc1ccc(/C=N/n2c(C)nnc2C)c(OC)c1
  8&16	104
CCOC(=O)COc1ccc2c(c1)C(=O)CC1(CCN(C(C)=O)CC1)O2
  1	x
c1ccc(CN2CCC(N3CCN(C4CCC(c5ccccc5)CC4)CC3)CC2)cc1 (stereo not drawn)
  -8	x
C=CCN1C(=O)/C(=C/c2ccccc2Cl)C(=O)NC1=S
  -3	x
CC(=O)N1CCc2cc(S(=O)(=O)NCCC(=O)N3CCN(c4ccccn4)CC3)ccc21
  2	104
CCCS(=O)(=O)N1CCC(C(=O)N2CCc3ccccc3C2)CC1
  1	98
CC1(C)CC(=O)C2=C(C1)OC(N)=C(C#N)C2c1ccc([N+](=O)[O-])cc1 (stereo not drawn)
  0	x
C=CCn1c(SCC(=O)Nc2cccc(C)c2)nnc1-c1cnccn1
  5	83
C=CCn1nnnc1SCC(=O)Nc1cccc(OC)c1
  7	93
COc1ccccc1OCCNC(=O)Nc1ccc(Br)cc1
  2	x
COc1ccccc1N1C(=O)C2C3C=CC(O3)C2C1=O (stereo not drawn)
  8	x
CC1(C(=O)N/N=C/c2ccc3c(c2)OCO3)CC1(Br)Br (stereo not drawn)
  8	x
CCOC(=O)c1ccc(N=Cc2cccc(OC)c2O)cc1
  34	x
CCOC(=O)CNc1nnc(SCC(=O)OCC)[nH]c1=O
  0	100
Cn1cc(S(=O)(=O)Nc2ccc(Br)cc2F)c(=O)n(C)c1=O
  -2	94
COc1ccc(-c2cc(C(F)(F)F)n3nc(C(=O)NCc4ccccc4)cc3n2)cc1
  -10	x
Cc1ccccc1N1CC(c2nc3ccccc3[nH]2)CC1=O (stereo not drawn)
  -17	90
Cc1ccc(NC(=O)NCCN2C(=O)C3C4C=CC(C4)C3C2=O)cc1 (stereo not drawn)
  -8	92
CN(C)c1nc(N)nc(N(c2ccccc2)c2ccccc2)n1
  -10	96
O=C(O)C1CCN(Cc2cnn(-c3ccccc3)c2-n2cccc2)CC1
  5	88
CCN(Cc1ccccc1)C(c1cc2cc(C)ccc2[nH]c1=O)c1nnnn1CCOC (stereo not drawn)
  3	84
CCOc1ccc(C2/C(=C(\O)c3ccc(C)cc3)C(=O)C(=O)N2CCCC(=O)O)cc1 (stereo not drawn)
  -23	x
COC(=O)CSc1nnc(-c2ccco2)o1
  4	98
O=C(Nc1cccc(F)c1)c1cccnc1N1CCOCC1
  6	92
COc1cc(NC(=O)c2cccs2)cc(OC)c1
  -4	99
Cc1ccc(C2(C(F)(F)F)NC(=O)N3CCN=C3S2)cc1 (stereo not drawn)
  1	82
CCCCCCC(=O)Nc1c(O)c2ccccc2[nH]c1=O
  10	108
CCOc1ccc2[nH]c3c(N4CCN(c5ccccn5)CC4)ncnc3c2c1
  8	71
CCOC(=O)c1ccc(NC(=O)CSc2nnc(CNc3ccc(OC)cc3)n2C)cc1
  0	97
COc1ccccc1N1C(=O)c2ccc(C(=O)Nc3ccc(Sc4ccc([N+](=O)[O-])cc4)cc3)cc2C1=O
  5	57
CCCS(=O)(=O)N1CCCC(C(=O)NCC2CCCO2)C1 (stereo not drawn)
  -8	101
CCc1cc(C(=O)NCCN(C)C)cs1
  1	134
CCCOc1ccc(N2CC(C(=O)Nc3ccccc3OC)CC2=O)cc1 (stereo not drawn)
  3	99
O=C(N(c1ccccc1)c1ccccc1)n1ccnc1
  5	135

(listing goes on)
Values in the order – HePTP inhibitor	BAP1 inh
CC1=C(C(=O)N2CCOCC2)C(c2cc(C)cs2)NC(=O)N1 (stereo not drawn)
  1	x
COCCCNS(=O)(=O)c1ccc2c3c(cccc13)C(=O)S2
  0	x
O=C(C1CC1)N1CCN(c2nc3ccccc3s2)CC1
  -2	100
CCOC(=O)C1=C(C)NC(=O)NC1c1ccc(F)c(Br)c1 (stereo not drawn)
  -3	x
Clc1ccccc1-c1ccc(C=Cc2nc3ccccc3o2)o1
  x	53
O=C(O)CCCC(=O)Nc1ccc(C(=O)O)cc1
  -30	x
Cc1c(C(=O)O)cccc1-n1c(=O)c2cc3c(=O)n(-c4cccc(C(=O)O)c4C)c(=O)c3cc2c1=O
  -4	x
CC(C)OC(=O)[C@H]1[C@H](c2ccc(Cl)cc2)[C@@](C#N)(C(N)=O)[C@@H]2C=CC(C(N)=O)=CN21
  -2	100
COc1ccc(C2Nc3ccccc3C(=O)N2O)cc1OC (stereo not drawn)
  8	111
Cc1onc(-c2ccccc2Cl)c1C(=O)N1CCN(Cc2ccccc2)CC1
  1	x
COC(=O)C1CC(=O)N(c2ccc(O)cc2)C1 (stereo not drawn)
  4	x
CC(C)CN(CCNC(=O)CC1Oc2ccccc2NC1=O)CC(C)C (stereo not drawn)
  7	102
Cc1ccc(NC(=O)/C(C#N)=C\c2cc(Br)cc(Br)c2O)c(C)c1
  5	x
O=C1NC(c2ccccc2)Oc2ccccc21 (stereo not drawn)
  x	87
O=C(O)C1CN(CCCP(=O)(O)O)CCN1 (stereo not drawn)
  x	87
Cc1c(NC(=O)CN(c2cccc([N+](=O)[O-])c2)S(=O)(=O)c2ccccc2)c(=O)n(-c2ccccc2)n1C
  3	x
Cc1ccccc1CN1CCN(CC(=O)NCc2ccccc2)C1=O
  10	77
Cc1ccc(-c2nnc(N(C)C(=O)c3cccnc3)s2)cn1
  2	111
Cc1ccc(-c2nn[nH]n2)o1
  -4	118
CC(C(=O)NCC1CCCO1)N(C(=O)c1snc(C(N)=O)c1N)c1cccc(F)c1 (stereo not drawn)
  -9	x
COc1ccccc1NC(=O)COc1ccc(C(=O)OCC(=O)N2CCCC2=O)cc1OC
  7	58
c1c2c(cc3sc(N4CCCCC4)nc13)OCO2
  7	100
O=C1c2ccccc2C(Nc2ccc(F)c(Cl)c2)N1c1ccccn1 (stereo not drawn)
  11	94
Nc1ccc2nc(SCC(=O)NCCOc3ccc(Cl)cc3)sc2c1
  6	x
COc1ccc(/C=N/n2cc(-c3ccccc3)nc2N)cc1
  4	84
CC1Cc2nc(SCC(=O)NCc3ccco3)n(-c3ccccc3)c(=O)c2S1 (stereo not drawn)
  5	82
CCCn1c(=O)[nH]c(=O)c2[nH]cnc21
  -9	133&84
CCC(CC)NC(=O)c1n[nH]c(=O)c2ccccc12
  -4	101
Cc1cc(Cl)ccc1OCCCC(=O)NC1CCN(C)CC1
  2	83
O=S1(=O)NC(=NCc2ccccc2)c2ccccc21
  -10	92
CCc1ccc(NC2=C(Cl)C(=O)N(c3ccccc3Cl)C2=O)cc1
  8	79
O=C(CN1CCN(Cc2ccccc2)CC1)c1c[nH]c2ccccc12
  -3	108
COc1ccc(OC)c(NC(=O)COc2ccc3ccccc3c2)c1
  4	x
COc1ccc(CNc2ccc3cn[nH]c3c2)c(OC)c1OC
  13	x
CCN1C(=O)/C(=C2/Sc3ccccc3N2CCCS(=O)(=O)O)SC1=S
  3	63
Cc1csc2nc3ccccc3c(=O)n12
  0	x
N#C/C(=C\c1ccc(-c2ccccc2[N+](=O)[O-])o1)C(=O)Nc1cccc(Br)c1
  8	x
CCN1C(=O)NC(c2ccc(Cl)cc2)C(C(=O)OCCc2ccccc2)=C1C (stereo not drawn)
  x	64
CN=c1scc(C)n1/N=C/c1ccc(O)cc1
  -3	82
CC(=O)C1=C(O)C(=O)N(c2nc3ccccc3s2)C1c1cccc(F)c1 (stereo not drawn)
  3	x

Gathered by group, those above containing a CF3 group
Values in the order – HePTP inhibitor	BAP1 inh
COc1ccc(-c2cc(C(F)(F)F)n3nc(C(=O)NCc4ccccc4)cc3n2)cc1
  -10	x
Cc1ccc(C2(C(F)(F)F)NC(=O)N3CCN=C3S2)cc1 (stereo not drawn)
  1	82

Some of these compounds in order of their number in BAP1 inh, highest first:
Values in the order – HePTP inhibitor	BAP1 inh
Cc1ccc(C(=O)NCCCC(=O)O)o1
  7	101
CCCS(=O)(=O)N1CCC(C(=O)N2CCc3ccccc3C2)CC1
  1	98
O=S1(=O)NC(=NCc2ccccc2)c2ccccc21
  -10	92

Continued.
Values in the order – HePTP inhibitor	BAP1 inh
CC(C)C(c1nnnn1Cc1ccco1)N1CCN(C2CCCC2)CC1 (stereo not drawn)
  -3	99
COc1ccc(C(=O)N2N=C(c3ccc(Br)cc3)CC2(O)C(F)(F)F)cc1 (stereo not drawn)
  7	x
CCOC(=O)c1c(C)[nH]c(C(=O)COC(=O)c2ccncc2)c1C
  8	65
COc1ccc(N(C)C(=O)CCS(=O)(=O)c2cccc3nonc23)cc1
  -15	98
Nn1c(Nc2ccccc2)nc2ccccc21
  -3&1	84
CC1CCN(C(=O)C2CCC(CNS(=O)(=O)c3cccc4cccnc34)CC2)CC1 (stereo not drawn)
  7	83
COc1ccc(C=Nc2ccc3ncccc3c2)cc1
  x	54
O=C(Nc1nncs1)Oc1ccccc1
  8	68
CC(=O)c1cccc(NS(=O)(=O)N2CCCCC2)c1
  10	51
Cc1cc(C)c(NC(=O)C(=O)NCC(C)O)c(C)c1 (stereo not drawn)
  3	x
O=C(Oc1ccccc1C(=O)N1CCOCC1)c1ccccc1
  0	85
CCOc1ccc(NC(=O)CCn2cccc2)cc1
  27	84
C=CCC(C(=O)C(C)C)C(=O)C(C)(C)OC (stereo not drawn)
  5	x
COc1ccc(Br)cc1C(=O)Nc1ccc(OC(F)(F)F)cc1
  4	x
CCOC(=O)c1c[nH]c2cc(C(=O)OC)ccc2c1=O
  0	x
COC(=O)CSc1nc(C)cc(Oc2ccccc2)n1
  10	98
NC/C=C\C(=O)O
  x	97
Cc1ccc(CC2CC(=O)N(c3ccc4c(c3)OCCO4)C2=O)cc1 (stereo not drawn)
  3	115
NC(=O)c1c(-c2ccc(Cl)cc2)csc1N
  -2	x
Cc1cccc(NC(=O)c2c(Cl)cccc2Cl)n1
  6	x

In another format: entries from further up
CCOC(=O)c1c[nH]c2cc(C(=O)OC)ccc2c1=O
  HePTP inhibitor: 0	BAP1 inh: x
COC(=O)CSc1nc(C)cc(Oc2ccccc2)n1
  HePTP inhibitor: 10	BAP1 inh: 98
NC/C=C\C(=O)O
  HePTP inhibitor: x	BAP1 inh: 97
Cc1ccc(CC2CC(=O)N(c3ccc4c(c3)OCCO4)C2=O)cc1 (stereo not drawn)
  HePTP inhibitor: 3	BAP1 inh: 115

The list continues:
Values in the order – HePTP inhibitor	BAP1 inh
O=c1c2cc(N3CCOCC3)ccc2[nH]c(=S)n1Cc1ccccn1
  10	95
CC1=C(C(=O)OCC2CCCO2)C(c2ccc([N+](=O)[O-])cc2)C2=C(CCCC2=O)N1 (stereo not drawn)
  x	71
COc1cc(OC)c(OC)cc1CN1CCN(C(=O)c2ccc(-c3ccccc3)cc2)CC1
  0	x
CN(C)CCCN1C(=O)CSC1c1ccc(Cl)c(Cl)c1 (stereo not drawn)
  7	x
Cc1cc(NS(=O)(=O)c2ccc(NC(=O)C(Cl)(Cl)Cl)cc2)nc(C)n1
  6	x
O=C(O)c1nsc(Cl)c1Cl
  3	156
CCOC(=O)C(NC(=O)Nc1ccccc1)(OCC)C(F)(F)F (stereo not drawn)
  2	102
COC(=O)CC1Nc2ccccc2SC1=O (stereo not drawn)
  5	109
CCN(CC)S(=O)(=O)c1ccc(C(=O)OC2CCCCC2CN(C)C)cc1 (stereo not drawn)
  14	117
Nc1ncc(-c2ccccc2)n1CC1CCCO1 (stereo not drawn)
  10	103

Screening results: PubChem BioAssay, several laboratories
